Screening results as filed in PubChem BioAssay.
bovine MsrA act – activates bovine MsrA enzyme; 360,000 compounds, 0.3% hits; purified bovine MsrA, absorbance read-out; activation, % at 10.6 µM; in the data active means activation above about 7.5%;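 further: 0% = vehicle and 100% = reference activator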
CendR NRP1 mod – NRP-1/CendR interaction modulation; O14786; FAM-RPARPAR peptide binding to NRP-1, fluorescence polarization; inhibition, % at 25 µM; 360,000 compounds, 0.85% hits;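 active means inhibition or corrected inhibition above about 18%, plus a signal ratio from 0.5 to 1.5, limit read from the data, passing the limit was not always enough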; further: strong numbers were not always called active
SKN-1 inh – C. elegans SKN-1 inhibition. inhibition, % at 21.8 µM. C. elegans VP596 Pgst-4::GFP/RFP ratio, acrylamide-induced, 24 h. 360,000 compounds, 0.49% hits;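 active means interference check ratio from 0.5 to 1.5 plus GFP to RFP signal ratio inhibition reaching or exceeding a fixed threshold, cut at about 30% in these data, passing the limit was not always enough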; further: some compounds called inactive have numbers as strong as hits
MT1-MMP act inh – MT1-MMP (human) activation inhibition; HT1080 RFP-PRO-GFP cells, GFP/RFP ratio fluorescence, overnight; percent of plate control window, DMSO zero; GFP/RFP ratio change, % at 20 µM; AID 651647; P50281; 360,000 compounds, 0.061% hits;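 active means GFP/RFP ratio change of at least 30% with cell ATP level not reduced by more than half and red fluorescence within 50% of control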; further: strong numbers were not always called active
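Assay system: HT1080 cells carrying an RFP-PRO-GFP reporter | Dosing: Single dose of 20 µM compound, 1% DMSO final | Incubation: Cells overnight before dosing, compound overnight, 37 °C, 5% CO2 | Evaluation: GFP/RFP fluorescence ratio | Control set: DMSO and RFP-L50D-GFP cell wells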
FAS TE block – FAS thioesterase (human) inhibition | P49327 | recombinant FAS-TE, OMFH fluorogenic substrate, fluorescence endpoint | inhibition, % at 15 µM | 360,000 compounds, 0.67% hits | AID 602261;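 active means compounds whose normalised, plate-corrected inhibition of enzyme fluorescence in the single-dose primary screen is 50% or more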;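 further: 0% = DMSO with enzyme and 100% = substrate without enzyme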
Neddyl block – inhibitors of human cullin neddylation; P61081+Q13564; AID 651699; calls only at 25 µM; TR-FRET cullin neddylation, biochemical; 360,000 compounds, 0.58% hits; in the data active means inhibition above about 36%
Target sequence (P61081 whole entry, looked up): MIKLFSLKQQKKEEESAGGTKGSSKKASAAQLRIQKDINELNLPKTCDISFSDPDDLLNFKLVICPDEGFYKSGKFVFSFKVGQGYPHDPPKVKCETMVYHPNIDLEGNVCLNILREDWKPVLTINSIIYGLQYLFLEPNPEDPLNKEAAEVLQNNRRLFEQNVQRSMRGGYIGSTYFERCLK
Target sequence (Q13564 whole entry, looked up): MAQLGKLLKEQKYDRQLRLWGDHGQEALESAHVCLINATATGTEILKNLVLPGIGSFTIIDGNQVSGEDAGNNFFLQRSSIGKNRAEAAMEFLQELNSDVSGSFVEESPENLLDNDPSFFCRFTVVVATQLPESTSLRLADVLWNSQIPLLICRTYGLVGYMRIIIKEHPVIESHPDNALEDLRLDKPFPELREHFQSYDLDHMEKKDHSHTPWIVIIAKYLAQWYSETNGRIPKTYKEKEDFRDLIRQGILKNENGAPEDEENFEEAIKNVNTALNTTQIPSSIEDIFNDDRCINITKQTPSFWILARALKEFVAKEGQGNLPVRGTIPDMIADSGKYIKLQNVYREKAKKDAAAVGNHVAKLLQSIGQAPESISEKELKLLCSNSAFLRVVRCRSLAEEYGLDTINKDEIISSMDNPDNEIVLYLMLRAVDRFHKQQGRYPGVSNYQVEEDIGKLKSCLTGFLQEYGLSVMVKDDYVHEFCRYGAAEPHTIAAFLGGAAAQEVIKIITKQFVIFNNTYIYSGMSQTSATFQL
E coli Lon inh – inhibitors of E. coli Lon protease; inhibition, % at 7.94 µM; P0A9M0; 360,000 compounds, 0.42% hits; AID 602123; purified E. coli Lon protease, fluorescence polarization; in the data active means inhibition above about 13%, passing the limit was not always enough;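 further: 0% = enzyme with probe and DMSO and 100% = no enzyme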
Rin1-Abl PPI inh – inhibitors of human Rin1-Abl protein interaction; TR-FRET Rin1/Abl binding, biochemical; inhibition, % at 7.35 µM; 360,000 compounds, 0.4% hits; AID 588664; in the data active means inhibition above about 5%, passing the limit was not always enough
MsrA inh – inhibits bovine methionine sulfoxide reductase A | purified bovine MsrA, absorbance read-out | inhibition, % at 15.5 µM | AID 651718 | 360,000 compounds, 0.75% hits; in the data active means inhibition above about 4.5%;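 further: 0% = vehicle wells with enzyme and 100% = reference inhibitor wells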
* = called active by the depositor; i = inactive; . = not tested or not shown; & = joins results of further samples.

SMILES	bovine MsrA act	CendR NRP1 mod	SKN-1 inh	MT1-MMP act inh	FAS TE block	Neddyl block	E coli Lon inh	Rin1-Abl PPI inh	MsrA inh
COc1ccc(-n2nc(C(=O)NCC(=O)NCc3ccccc3OC)c3ccccc3c2=O)c(OC)c1	-1.6	-11.4	-2.0	0.4	-3.3	i	7.1	-4.4	-0.4
Cc1ccc(S(=O)(=O)N2CCC(C(=O)Nc3cc(C(F)(F)F)ccc3N3CCOCC3)CC2)cc1C	-1.9	-6.7	5.4	-18.4	33.1	i	-4.6	2.4	0.1
CN1CCN(c2ccc(Cl)cc2NC(=O)/C=C/c2cccc(F)c2)CC1	-1.7	17.6	6.5	-6.0	4.2	i	-3.6	-0.8	0.3
COc1ccc(C(=O)COC(=O)CNC(=O)c2cccs2)cc1Br	-8.6	1.3	-3.6	0.5	-3.6	i	-2.6	-0.7	0.8
O=c1c2c3c(sc2ncn1/N=C/c1ccncc1)CCCC3	-3.4	-3.3	15.8	-2.3	11.1	i	-6.5	-3.5	-1.0
Cc1cccc(CN2CCN(C3CN(C4CCCC4)S(=O)(=O)C3)CC2)c1 (stereo not drawn)	-12.4	2.6	-12.9	4.2	-1.7	i	4.5	3.7	0.1
CC(C)C(=O)Nc1cccc(C(=O)Nc2cc([N+](=O)[O-])ccc2Cl)c1	-10.1	1.1	17.4	1.1	25.9	i	-3.4	-0.7	-1.1
Cc1onc(-c2ccccc2)c1C(=O)NCCCc1ccccc1	-3.3	-15.2	-14.8	-1.1	-1.8	i	1.1	2.9	-0.4
COc1ccc(-c2csc3nc(-c4cccnc4)nc(N4CCC(C(N)=O)CC4)c23)cc1OC	-8.4	-3.3	2.7	0.3	-40.3	i	-3.4	-1.2	0.6
CCc1ccc(N(C(=O)c2csnn2)C(C(=O)NC(C)(C)C)c2cccnc2)cc1 (stereo not drawn)	0.1	-7.4	-1.1	0.9	-2.2	i	3.6	0.8	0.1
CCCCCCCCN1C(=O)[C@H](CC(=O)N2CCN(C(=O)C3CC3)CC2)C[C@@]2(C(=O)OC)CCCCC=C12	-0.1	-1.5	-5.8	5.8	2.0	i	-3.1	.	-0.7
CCCOc1ccc(C(=O)Nc2ccc(S(=O)(=O)Nc3cc(C)nc(C)n3)cc2)cc1	-2.7	6.6	-18.8	-1.0	-5.4	i	-7.0	-1.2	-0.9
CC(C(=O)O)c1ccc(-c2ccccc2)c(F)c1 (stereo not drawn)	-7.7&-3.2	-15.9&-10.4	-5.3&11.6	1.8&-2.4	-3.8&-2.2	i	-1.9&-1.4	-0.1&-1.4	-1.4&1.4
CC(C)CN(C(=O)COC(=O)c1cnc(Cl)c(Cl)c1)c1c(N)n(Cc2ccccc2)c(=O)[nH]c1=O	0.1	9.6	7.3	-3.4	6.4	i	-0.2	-4.0	-0.1
CN(C)CCCNc1cn[nH]c(=O)c1Cl	-1.2	1.2	-4.4	2.1	-6.8	i	3.2	-4.6	-0.5
CSc1sccc1/C=N/NC(=O)c1ccncc1	-2.8	-2.5	3.7	0.2	-9.0	i	-8.5	-1.2	2.1
Cc1ccc(-c2csc(N3CCN(c4cc5c(cc4Cl)nc(-c4ccncc4)n5CCN4CCCCC4)CC3)n2)cc1	-2.5	-10.0	-5.3	3.6	21.5	.	-13.9	2.4	1.2
COC(=O)c1cccc(NC(=O)Cc2ccc(OC)cc2)c1C	-0.2	-2.2	22.3	5.4	-5.9	i	-2.9	0.2	0.2
Cc1ccc(NC(=O)CN(C)C(=O)c2cc(S(=O)(=O)N(C)C)ccc2N2CCCC2)cc1	-8.5	-9.4	7.4	4.5	19.6	i	9.5	1.1	2.0
O=C1CCC(C2CCc3cc(O)ccc3C2)C1 (stereo not drawn)	-2.5	-3.6	3.4	3.3	-3.3	i	0.8	0.4	-0.2
C=CCNc1nnc(SCC(=O)N2CCC(C(N)=O)CC2)s1	-6.6	16.2	9.5	1.9	-7.6	i	-1.6	-0.5	-0.9
Cc1ccnc(NC(=O)CCN2C(=O)c3ccccc3S2(=O)=O)n1	-0.5	4.2	20.4	-0.7	-6.9	i	-0.9	3.1	0.3
Cc1c(C(=O)NCc2cccnc2)sc2nc(-c3ccc(F)cc3)cn12	-0.8	-4.8	24.2	0.5	-5.0	i	8.5	-3.8	-1.6
Cc1cccc2cc(C#N)c(SCC#N)nc12	-2.6	-0.7	-0.7	-8.7	1.8	i	-8.9	-3.9	0.6
CCCCCOc1ccc(C(=O)C(c2ccccc2)N2CCOCC2)cc1 (stereo not drawn)	-1.5	-2.0	-2.4	-2.0	15.3	i	-9.2	0.4	-2.0
CCOC(=O)CCc1c(C)c2ccc(OCC(=O)N(CC)CC)c(C)c2oc1=O	-3.6	-5.9	13.8	14.4	-5.7	.	9.5	0.7	4.2
CC(C)(C)c1nnc(NC(=O)c2ccc3c(c2)OCO3)s1	-9.4	8.6	1.2	3.7	-3.4	i	-1.8	0.8	-1.4
COCCN(Cc1ccco1)C(=O)C1CCCN(c2ncnc3c2nc2n3CCCCC2)C1 (stereo not drawn)	-1.4	0.9	18.4	0.0	-2.8	i	5.1	0.2	-0.1
O=C(Nc1ccc(F)cc1F)Nc1ccccc1C(=O)NCCN1CCNC1=O	-7.0	5.2	-5.7	0.1	-2.5	i	13.6	-1.2	-0.8
COCCNC(=O)CN(c1cc(Cl)ccc1OC)S(C)(=O)=O	-0.2	13.6	4.9	0.1	-10.4	i	-0.6	2.5	0.0

Results in Rin1-Abl PPI inh, E coli Lon inh and FAS TE block (3 entries from above):
| Structure | Rin1-Abl PPI inh | E coli Lon inh | FAS TE block |
| --- | --- | --- | --- |
| O=C1CCC(C2CCc3cc(O)ccc3C2)C1 (stereo not drawn) | 0.4 | 0.8 | -3.3 |
| Cc1ccc(S(=O)(=O)N2CCC(C(=O)Nc3cc(C(F)(F)F)ccc3N3CCOCC3)CC2)cc1C | 2.4 | -4.6 | 33.1 |
| C=CCNc1nnc(SCC(=O)N2CCC(C(N)=O)CC2)s1 | -0.5 | -1.6 | -7.6 |

(continued)
SMILES	bovine MsrA act	CendR NRP1 mod	SKN-1 inh	MT1-MMP act inh	FAS TE block	Neddyl block	E coli Lon inh	Rin1-Abl PPI inh	MsrA inh
CCOC(=O)CSc1nc2c(cnn2-c2ccc(C)cc2)c(=O)[nH]1	-1.5	-8.7	16.8	1.8	-1.5	i	4.9	-2.5	1.6
CCc1cccc(NC(=O)C2CCN(S(=O)(=O)c3ccc4[nH]c(=O)ccc4c3)CC2)c1	-0.8	-0.7	4.0	0.5	-2.6	i	4.9	-0.9	0.3
CC(C)CNC(=O)NC(=O)COC(=O)COc1ccc(Cl)cc1Cl	-0.1	1.1	-22.8	1.5	-5.3	i	0.6	0.0	1.7
COC(=O)c1ccc(NC(=O)c2ccccc2CC[N+](=O)[O-])cc1	-2.5	1.4	2.6	-4.2	5.3	i	-0.3	2.0	1.1
Cc1ccc2c(c1)cc(CN(Cc1ccco1)C(=O)COc1ccccc1)c1nnnn12	-1.4	10.0	-16.6	3.0	22.3	i	-3.7	2.5	1.1
O=C(Nc1nnc(SCC(=O)N2CCCCC2)s1)c1ccccc1F	-2.6	-1.5	14.7	1.0	-4.6	i	-4.8	1.1	1.0
Cc1cc(C)nc(NS(=O)(=O)c2ccc(NS(=O)(=O)c3ccc(F)c(F)c3)cc2)n1	-5.5	-11.5	-7.6	-1.8	-6.8	i	-6.3	1.6	0.2
CCCCn1c(N)c(N(CCOC)C(=O)CCc2ccc(OC)cc2)c(=O)[nH]c1=O	-11.4	2.0	-7.4	0.8	-19.9	i	5.5	2.5	0.2
COc1cccc(Cn2c(-c3nonc3N)nc3ccccc32)c1	-6.3	-11.3	1.7	-3.4	15.5	i	-5.6	-1.1	1.4
CN(C)CCOC1(Cc2ccc(F)cc2)CCC(C(C)(C)C)CC1 (stereo not drawn)	2.7	-2.4	-0.2	-0.9	-6.6	i	-4.0	-0.3	-1.0
CN(C(=S)NC(=O)c1ccccc1)C1CCCCC1	1.2	-12.6	5.2	7.9	-2.8	i	-15.3	0.3	0.7
COc1ccc(CCc2nc(-c3cccs3)no2)cc1	3.5	-5.8	-7.8	-0.2	13.7	i	-9.3	1.4	1.2
CCCS(=O)(=O)Nc1ccc(N2CCCCC2)c(S(=O)(=O)Nc2ccccc2OC)c1	-1.0	-3.8	-0.9	0.9	30.1	i	-4.5	1.4	-0.3
OC1CCCN(c2c3c(nc4cc(-c5cccc(F)c5)nn24)CCCC3)C1 (stereo not drawn)	-7.9	8.3	6.9	-4.2	18.4	.	-9.2	0.2	2.9
COCCC(=O)N1CCC(Oc2ccc(C(=O)N3CCCCC3CCO)cc2)CC1 (stereo not drawn)	1.7	19.0	-2.9	2.7	-4.2	i	-6.7	0.9	-0.3
CCC(=O)Nc1ccc(/C(C)=N/NC(=O)c2c(-c3ccccc3Cl)noc2C)cc1	-1.1	-7.0	1.6	3.4	-7.0	i	-1.9	1.1	-0.8
O=C(Nc1ccccc1)c1oc2ccccc2c1NC(=O)C1CC1	4.9	4.1	-10.8	0.4	8.8	i	-5.6	0.5	1.6
CCN(Cc1ccccc1)S(=O)(=O)c1nc2nc(C)c(C)c(C)n2n1	-8.6	-1.4	13.7	-8.3	13.4	i	0.4	-3.5	-0.5
CCC(=O)NC(=S)Nc1ccc(NC(=O)c2cccc([N+](=O)[O-])c2C)cc1	-3.2	-9.7	-1.4	2.1	-9.2	i	7.9	-1.6	0.2
CCCCC1C2=C(CCCC2=O)OC2=C1C(=O)CCC2	-4.0	-5.8	2.9	0.4	-8.8	i	-2.6	-0.9	0.0
Cc1cccc(C(=O)NC2C(=O)NNC2c2ccc(Cl)cc2)c1 (stereo not drawn)	-1.9	4.4	-1.0	1.1	-5.2	i	-4.5	2.5	-1.0
CC12CCC3C(CCC4CC(O)CCC43C)C1CC(O)C2 (stereo not drawn)	-5.9	-9.3	21.8	3.2	0.8	i	11.8	4.4	-0.2
O=C(O)C1CCN(C(=O)COc2ccc3c(c2)oc(=O)c2ccccc23)CC1	-3.2	6.8	7.3	-0.4	-5.4	.	0.4	-3.2	1.1
COC(=O)c1c(NC(=O)CN2C(=O)c3ccccc3C2=O)sc(Cc2ccc3c(c2)OCO3)c1C	-1.9	-9.9	-10.8	8.8	26.3	i	5.0	-0.5	-0.4
COCCNC(=O)C1CCN(S(=O)(=O)c2ccc3c(c2)OCCO3)CC1	-3.0	3.3	11.3	3.1	-3.1	i	-6.4	1.2	-1.0
O=C(CSc1nc2ccccc2c(=O)n1CC1CCCO1)NCCc1ccccc1 (stereo not drawn)	0.5	3.8	16.4	-2.4	0.6	i	4.3	0.2	0.4
CCC(=O)Nc1ccc(Cl)c(NC(=S)NC(=O)c2cc3ccccc3o2)c1	-2.1	-3.8	4.8	6.6	-10.7	i	0.1	0.0	-0.8
CCCn1c(C)cc(C(=O)COC(=O)c2nccnc2N)c1C	5.1	0.2	-23.8	1.9	-5.5	i	-8.4	2.4	1.6
Cc1oc(-c2ccc(Cl)cc2)nc1CN1CCC(C(=O)NCc2ccco2)CC1	-10.1	-12.9	1.4	4.6	-5.1	i	-14.9	-0.4	.
COc1ccc(OC)c(C(=O)c2ccc([N+](=O)[O-])cc2)c1	-2.1	-6.0	1.7	-2.5	13.1	i	-7.6	-3.4	0.4
COc1ccc(OC)c(S(=O)(=O)Nc2ccccc2C)c1	-3.5	1.0	1.7	8.2	-6.8	i	-1.6	-3.4	1.2
O=C(/C=C/c1c(Cl)cccc1Cl)NCc1ccco1	-7.6	1.8	0.8	0.6	-4.5	i	9.2	-3.6	0.5
CCCCNC(=O)Nc1ccccc1C(=O)Nc1ccc(OC)cc1	-14.8	9.5	-9.1	-1.2	-6.6	i	-9.5	-2.1	2.1
